# Bioassay records (PubChem BioAssay)
# USP2a inh – inhibitors of human ubiquitin-specific protease USP2a; O75604; USP2 core, Ub-CHOP2 coupled fluorogenic reporter, 485/531; Potency, µM (highest dose often 38.3 µM), inactives show at the highest dose activity change, negative = inhibition, usual class: inhibitors; 330,000 tested, 0.01% active; AID 463254;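 also: potency is read from the fitted curve at half-maximal effect; plate controls were DMSO wells for no effect and full inhibition by NEM control for full effect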
#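 USP2 core (10nM final) preincubated 30min RT with compound in 20mM Tris-HCl pH 8.0, 2mM CaCl2, 2mM beta-mercaptoethanol, 0.05% CHAPS; 25nM Ub-CHOP2 plus 25nM reporter substrate added, fluorescence (Ex485/Em531) read after 60min.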
# GALK inh – blocks human galactokinase activity; P51570; Purified GALK, Kinase-Glo residual ATP luminescence; Potency, µM (top dose mostly 57.5 µM), inactives show top-dose activity change, negative = inhibition, hits mostly inhibitors; 270,000 tested, 0.007% active; also: potency is read from the fitted curve at half-maximal effect; % is scaled to controls: 0 for no effect and ±100 for the full control effect
# Target sequence (P51570 whole entry, looked up): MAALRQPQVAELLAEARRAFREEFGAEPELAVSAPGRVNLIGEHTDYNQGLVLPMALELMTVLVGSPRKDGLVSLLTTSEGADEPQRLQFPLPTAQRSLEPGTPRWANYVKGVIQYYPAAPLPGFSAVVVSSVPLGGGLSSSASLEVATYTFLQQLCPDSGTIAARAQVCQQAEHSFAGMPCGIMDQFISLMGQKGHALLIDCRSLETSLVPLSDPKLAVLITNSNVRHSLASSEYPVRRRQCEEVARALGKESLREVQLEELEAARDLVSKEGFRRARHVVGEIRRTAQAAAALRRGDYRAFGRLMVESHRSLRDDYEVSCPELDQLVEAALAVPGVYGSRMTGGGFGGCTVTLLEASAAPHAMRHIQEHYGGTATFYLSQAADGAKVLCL
#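 Compounds were pin-transferred into ATP buffer (35 uM final), then GALK plus galactose (5 nM, 100 uM final) was added. After 1 h at room temperature, Kinase-Glo Plus was added and luminescence read after 10 min.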
# Giardia kill – kills Giardia lamblia. 340,000 tested, 0.15% active. Giardia lamblia trophozoite viability. activity change, % at 7.66 µM, hits read low; in the data active = activity change below about -80%; inconclusive = between about -30% and that limit;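 also: parasites exposed to compound for two days anaerobically before the ATP read; % is scaled to controls: 0 for no effect and ±100 for the full control effect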
#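 Anaerobic 48 hrs incubation at 37 deg C of 100 trophozoites/well with test compounds; ATPLite 1-Step luminescence, 15-30 min RT, reports cellular ATP as viability.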
# PKM2 activator – activators of human pyruvate kinase M2 | AID 1631 | P14618 | purified PKM2, Kinase-Glo ATP luminescence, activation; response scale: 0% is enzyme alone, no compound | Potency, µM (top dose mostly 57.5 µM), inactives show at the highest dose activation, most hits filed as activators | 260,000 tested, 0.34% active; also: potency is read from the fitted curve at half-maximal effect; % is scaled to controls: 0 for no effect and ±100 for the full control effect; nearly all actives have a fitted effect of over 55% in size
# Target sequence (P14618 whole entry, looked up): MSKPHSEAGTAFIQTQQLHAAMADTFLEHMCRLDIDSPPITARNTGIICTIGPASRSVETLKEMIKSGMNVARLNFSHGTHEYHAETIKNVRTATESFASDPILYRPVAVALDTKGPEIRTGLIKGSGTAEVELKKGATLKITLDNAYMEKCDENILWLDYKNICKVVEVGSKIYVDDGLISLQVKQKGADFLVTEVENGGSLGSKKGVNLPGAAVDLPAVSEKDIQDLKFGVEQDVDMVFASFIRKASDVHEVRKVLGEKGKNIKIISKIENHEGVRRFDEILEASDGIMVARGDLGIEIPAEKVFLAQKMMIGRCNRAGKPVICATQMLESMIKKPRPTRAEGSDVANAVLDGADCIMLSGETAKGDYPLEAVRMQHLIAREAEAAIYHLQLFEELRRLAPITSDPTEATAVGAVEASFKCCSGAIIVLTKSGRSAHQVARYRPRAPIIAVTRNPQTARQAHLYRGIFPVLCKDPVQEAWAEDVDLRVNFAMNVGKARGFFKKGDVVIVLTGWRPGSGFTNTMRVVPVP
#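 Kinase-Glo luminescence reports ATP generated from ADP (0.1 mM) and PEP (0.5 mM) by purified hPK-M2 after 1 h at room temperature, pH 7.2 imidazole buffer; intermediate enzyme activity allows detecting inhibitors and activators.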
# B2AR arrestin – beta2AR (human) beta-arrestin recruitment activity | P07550 | beta-arrestin recruitment to beta2AR, cell-based reporter | Potency, µM (top dose mostly 46.1 µM), without a hit: at the top dose activation, actives largely listed as activators | 330,000 tested, 0.02% active;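 also: potency is read from the fitted curve at half-maximal effect; 0% = DMSO controls and full agonism = EC100 isoproterenol or metaproterenol; nearly all actives have a fitted effect of over 65% in size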
# hERG WT inh – blocks the wildtype human KCNH2 potassium channel; activity change, % at 1.84 µM; 340,000 tested, 0.37% active; Q12809; U2OS, BacMam KCNH2, thallium flux FluxOr; active compounds read low; AID 720551;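 active = maximum activity change below -70%; inconclusive = maximum activity change between -70% and -50%; inactive = maximum activity change above -50%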; also: % is scaled to controls: 0 for no effect and ±100 for the full control effect
#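 U2OS cells transduced with wild-type KCNH2 virus are loaded with FluxOr dye for 45 min, and thallium flux is measured in kinetic reads before and after stimulation buffer. Rate constants are normalized to DMSO controls.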
# FBPA coupling cs – inhibits coupling enzyme system, counter-screen for aldolase hits; coupling enzyme system counterscreen, AmpLite Red fluorescence; 290,000 tested, 0.67% active; activity change, negative = inhibition, % at 58.2 µM, hits read low; in the data active = activity change below about -30%; also: % is scaled to controls: 0 for no effect and ±100 for the full control effect
#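 Final compound at 57.5 uM, incubated 10 min at RT with coupling enzyme reagent (glyceraldehyde-3-phosphate), then 20 min with substrate and AmpLite Red detection. Fluorescence read at 525/598 nm; tests interference with the coupling assay, not aldolase inhibition.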
# TRPV1 ag – activates the human vanilloid receptor TRPV1 | Q8NER1 | 320,000 tested, 0.19% active | AID 540275 | TRPV1-expressing cells, Fluo-8 calcium influx, agonist mode | activation, % at 8.33 µM; in the data active = activation above about 80%; inconclusive = between about 30% and that limit; also: 0% is about no effect
#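 Fluo-8 calcium influx in TRPV1-expressing cells, kinetic read (ex 480/em 520 nm). Compound added and read 3 min for agonist activity, followed by capsaicin at EC20 final and 2 min further read for enhancement.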
# KCNH2 3.1 inh – blocks the human KCNH2 3.1 channel isoform | activity change, % (tested at about 1.8 µM) | AID 720553 | 340,000 tested, 0.95% active | U2OS KCNH2 3.1, thallium flux FluxOr; active compounds read low;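 active = maximum activity change below -70%; inconclusive = maximum activity change from -70% to -50%; inactive = maximum activity change above -50%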;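 also: thallium influx rate constant from kinetic fluorescence after stimulation buffer; % is scaled to controls: 0 for no effect and ±100 for the full control effect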
#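 Channel expression came from 3.1 mutant virus (1.77 x 10^8 /mL) applied to suspended U2OS cells for 4 h. Flux was tracked with FluxOr dye plus Red40 quencher, and kinetic rate constants normalized to controls.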
# Menin-MLL TR inh – menin-MLL binding inhibition, Texas Red mutant peptide; Menin + Texas Red MLL mutant peptide, fluorescence polarization; 270,000 tested, 0.23% active; AID 1768; Potency, µM (doses to about 61.6 µM), without a hit: top-dose FP activity change, negative = inhibition, hits mostly inhibitors; O00255; active = well fitted inhibition curve with a large enough effect in the polarisation, with a control signal flat, not every such curve was filed as active; inconclusive = small, poorly fitted or top-dose-only effect, or effect the other way, or a change in a side signal; inactive = no such curve, though single readings can be large or run the other way; the % refers to the polarisation; also: potency is read from the fitted curve at half-maximal effect; % of control where 0% means no effect; many of its hits are not listed in these tables
# CXXC DNA block – blocks binding of human MLL CXXC domain to DNA; Potency, µM (highest dose often 115 µM), for the others: at the top dose activity change, negative = inhibition, usual class: inhibitors; 290,000 tested, 0.037% active; Q03164; MLL-CXXC / FITC-HOXA9 DNA fluorescence polarization; active = well fitted inhibition curve with a large enough effect in the polarisation, with a control signal flat, not every such curve was filed as active; inconclusive = small, poorly fitted or top-dose-only effect, or effect the other way, or a change in a side signal; inactive = no such curve, though single readings can be large or run the other way; the % refers to the polarisation; also: potency is read from the fitted curve at half-maximal effect
#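 Fluorescence polarization: 7 uM MLL-CXXC (stock) preincubated 5 min with compounds, then 50 nM fluorescein-HOX-A9 DNA (stock) added; 30 min ambient. Buffer 50 mM Tris-HCl pH 7.5, 50 mM NaCl, 1 mM DTT, 0.05% BSA.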
# * hit, by the source's call; ? = inconclusive; . = no result given; & = joins results of further samples; [ ] = another dose, or the depositor's remark. Unless noted, calls follow the shape of the dose curve; as a rule, active = well fitted curve in the direction sought with a large enough effect; inconclusive = small, poorly fitted or top-dose-only effect, or another doubt; inactive = no such curve, though single readings can be large; an effect the other way counts as inactive or inconclusive.
SMILES,USP2a inh,GALK inh,Giardia kill,PKM2 activator,B2AR arrestin,hERG WT inh,FBPA coupling cs,TRPV1 ag,KCNH2 3.1 inh,Menin-MLL TR inh,CXXC DNA block
CSc1nc(N)nc2c1ncn2CC(=O)N1CCN(Cc2c(C)cc(C)cc2C)CC1,4%,.,-2,.,-0.1%,16,.,.,-19,.,.
Cc1ccc(C23CC4CC(CC(C(=O)N5CCOCC5)(C4)C2)C3)cc1,-1%,1%,11,12%,0.0%,-2,3,?,-2,-9%,16%
C/C(CC(=O)Nc1ccc2c(c1)OCCO2)=N\NC(=O)c1cccc(O)c1,1%,4%,19,.,-0.2%,-1,1,9,4,-4%,9%
CCN(C(=O)COC(=O)c1ccc2c(=O)n3c(nc2c1)CCC3)C1CCS(=O)(=O)C1 (stereo not given),-8%,7%,-2,-2%,0.0%,-5,4,0,7,2%,8%
CCCCN(C(=O)Cc1ccc2c(c1)OCCO2)c1c(N)n(CCC)c(=O)[nH]c1=O,2%,.,-4,.,0.1%,-4,.,0,-10,.,.
CCc1nc2oc3cc(OC)ccc3c(=O)c2c(=O)n1Cc1ccccc1,3%,0%,-3,1%,0.0%,11,4,8,6,?,16%
O=C(Nc1ccc2oc(-c3ccncc3)nc2c1)c1ccc(Br)o1,3%,0%,-6,.,-0.3%,20,0,1,6,.,6%
C=CCC(CC=C)(NC(=O)c1cccc(C)c1)c1ccccc1,3%,0%,0,-14%,-0.1%,8,-1,?,?,-9%,-8%
Cc1ccc(/C=C2\SC(N3CCCCC3)=NC2=O)cc1,3%,-2%,12,1%,-0.6%,-19,0,?,-5,-9%,-1%
O=C(Nc1ccccc1N1CCCC1)c1ccc(Br)o1,2%,-1%,-9,2%,0.2%,-26,1,9,7,4%,-2%
CN(Cc1ccccc1)C(=O)c1cccc(NC(=O)C2CCCN(C(=O)OC(C)(C)C)C2)c1 (stereo not given),1%,.,12,.,-0.1%,-5,.,.,7,.,.
COc1ccccc1NC(=O)CN1C(=O)CC(C)S(=O)(=O)c2ccccc21 (stereo not given),0%,7%,2,-4%,-0.6%,-10,.,-1,5,.,-1%
Cc1ccccc1OCC(O)CN1CCN(c2ccccn2)CC1 (stereo not given),3%,-3%,-26,2%,-0.8%,18,-1,-2,10,-1%,32%
Clc1cccc(CSc2nc3ccncc3[nH]2)c1,1%,1%,-30,1%,-0.9%,14,-7,20,4,-9%,?
O=C(CSc1nc(Nc2ccccc2)nc(N2CCOCC2)n1)N1CCCC1,-1%,0%,1,-2%,-0.1%,5,2,0,0,-22%,13%
O=C(Nc1ccc(F)cc1F)c1cc2ccccc2oc1=O,-1%,0%,2,5%[11.5 µM],0.3%,6,-5,-8,-18,-6%,-2%
CCN(C[C@H]1N[C@@](C)(C(=O)OC)[C@H]2C(=O)N(Cc3ccccc3)C(=O)[C@@H]12)C(=O)c1ccc(C(C)(C)C)cc1,-1%,.,6,.,-0.8%,2,.,.,-12,.,.
C#CC[N+](C)(C)C(C#Cc1ccccc1)CC=C (stereo not given),-1%,-1%,8,-1%,0.0%,33,-1,1,-13,0%,?
COc1ccc(C(O)(C(C)C)C(CN2CCOCC2)c2ccc(Cl)cc2)cc1 (stereo not given),-7%,3%,-3,.,-0.8%,-5,-1,19,-16,?,17%
CC(=O)[C@H]1[C@H](C#N)C[C@H]2[C@@H]3CC=C4C[C@@H](O)CC[C@]4(C)[C@H]3CC[C@@]21C,1%,-3%,-20,-1%,-0.4%,0,6,6,7,1%,11%
COc1cccc(-c2nc(CS(=O)(=O)CC(=O)Nc3c(C)cccc3C)c(C)o2)c1,3%,-2%,-9,0%,-0.3%,3,-3,2,-104*,1%,-3%
Cc1noc(C)c1COc1ccc2ccc(=O)oc2c1,4%,1%,-14,-2%,-0.2%,1,7,2,3,15%,0%
N#Cc1nc(-c2ccccc2Cl)oc1NCC1CCCO1 (stereo not given),1%,2%,-11,9%,-0.1%,-14,-1,?,-72*,4%,3%
O=c1c2cnn(-c3ccccc3)c2nc(-c2cccs2)n1-c1cccc(Cl)c1,0%,-4%,-13,-3%,-0.3%,2,1,-6,9,-6%,33%[activator]
NS(=O)(=O)c1ccc(CCNC(=O)c2cncc(Br)c2)cc1,-2%,2%,-8,0%,0.0%,4,3,-2,6,3%,2%
SMILES,USP2a inh,GALK inh,Giardia kill,PKM2 activator,B2AR arrestin,hERG WT inh,FBPA coupling cs,TRPV1 ag,KCNH2 3.1 inh,Menin-MLL TR inh,CXXC DNA block
C#CC1(NC(=O)NS(=O)(=O)c2ccc(C)cc2)CCCCC1,2%,-1%,1,.,0.2%,-5,3,3,-1,13%,-12%
O=C(CN(Cc1ccco1)C(=O)c1cccc(F)c1)Nc1ccccc1C(F)(F)F,3%,.,1,.,0.2%,-8,.,4,-6,.,.
O=C(N/N=C/c1ccc(O)c([N+](=O)[O-])c1)C1CC1(c1ccccc1)c1ccccc1 (stereo not given),2%,9%,-30,-28%,-1.4%,11,4,7,-17,?,2%
COc1cc(C)c2c(c1C=O)Oc1c(c(C)c(O)c3c1C(O)OC3=O)OC2=O (stereo not given),-6%,-15%,5,-9%,-0.2%,20,6&11&13,-6,-3,57%&50%[activator],?
Cc1csc(NC(=O)CSCC(=O)O)c1-c1nc2ccccc2s1,-1%,-2%,3,-2%,-0.4%,4,5,4,-14,.,-11%
CSc1ccc(/C=C(/NC(=O)c2ccccc2)C(=O)NCCN2CCOCC2)cc1,3%,-3%,9,-7%,0.0%,17,.,0,-32,.,14%
O=S(=O)(/N=C(\c1ccccc1)N1CCOCC1)c1cccs1,4%,-2%,15,1%,-1.1%,-3,-1,2,-16,11%,4%
Fc1ccc(NC(=S)NC2CC3CCC(C2)N3Cc2ccco2)cc1 (stereo not given),1%,0%,-9,-4%,2.1%,-2,2,-1,-13,0%,-2%
CC(C)N1CCc2[nH]c(=S)[nH]c(=O)c2C1,5%,0%,-2,-22%,-0.8%,6,-3,-7,9,-9%,17%
Clc1ccc2nc(-c3ccc(Cl)nc3)[nH]c2c1,2%,6%,-13,.,0.0%,-2,-25,?,7,27%,10%

# 4 entries from above, arranged by SMILES length, largest number first:
SMILES,USP2a inh,GALK inh,Giardia kill,PKM2 activator,B2AR arrestin,hERG WT inh,FBPA coupling cs,TRPV1 ag,KCNH2 3.1 inh,Menin-MLL TR inh,CXXC DNA block
CCN(C(=O)COC(=O)c1ccc2c(=O)n3c(nc2c1)CCC3)C1CCS(=O)(=O)C1 (stereo not given),-8%,7%,-2,-2%,0.0%,-5,4,0,7,2%,8%
CSc1ccc(/C=C(/NC(=O)c2ccccc2)C(=O)NCCN2CCOCC2)cc1,3%,-3%,9,-7%,0.0%,17,.,0,-32,.,14%
Fc1ccc(NC(=S)NC2CC3CCC(C2)N3Cc2ccco2)cc1 (stereo not given),1%,0%,-9,-4%,2.1%,-2,2,-1,-13,0%,-2%
C#CC[N+](C)(C)C(C#Cc1ccccc1)CC=C (stereo not given),-1%,-1%,8,-1%,0.0%,33,-1,1,-13,0%,?

# A second format for 2 compounds above.
compound	USP2a inh	GALK inh	Giardia kill	PKM2 activator	B2AR arrestin	hERG WT inh	FBPA coupling cs	TRPV1 ag	KCNH2 3.1 inh	Menin-MLL TR inh	CXXC DNA block
O=C(Nc1ccc(F)cc1F)c1cc2ccccc2oc1=O	-1%	0%	2	5%[11.5 µM]	0.3%	6	-5	-8	-18	-6%	-2%
COc1ccc(C(O)(C(C)C)C(CN2CCOCC2)c2ccc(Cl)cc2)cc1 (stereo not given)	-7%	3%	-3	.	-0.8%	-5	-1	19	-16	?	17%

# Only part of the results is shown; the hit share may differ from the screen's.
